# Screening data from PubChem BioAssay.
# OX1R antag-1 = OX1R (human) antagonism. inhibition, % at 6.6 µM. O43613. AID 485270. hit rate 1.8% among 330,000. OX1R-expressing cells, FRET antagonist read-out; in the data active = inhibition mostly above about 38%, no sharp cut-off; inactive = mostly below about 40%;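 also: 0% = agonist challenge alone and 100% = reference antagonist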
# Target sequence (O43613 whole entry, looked up): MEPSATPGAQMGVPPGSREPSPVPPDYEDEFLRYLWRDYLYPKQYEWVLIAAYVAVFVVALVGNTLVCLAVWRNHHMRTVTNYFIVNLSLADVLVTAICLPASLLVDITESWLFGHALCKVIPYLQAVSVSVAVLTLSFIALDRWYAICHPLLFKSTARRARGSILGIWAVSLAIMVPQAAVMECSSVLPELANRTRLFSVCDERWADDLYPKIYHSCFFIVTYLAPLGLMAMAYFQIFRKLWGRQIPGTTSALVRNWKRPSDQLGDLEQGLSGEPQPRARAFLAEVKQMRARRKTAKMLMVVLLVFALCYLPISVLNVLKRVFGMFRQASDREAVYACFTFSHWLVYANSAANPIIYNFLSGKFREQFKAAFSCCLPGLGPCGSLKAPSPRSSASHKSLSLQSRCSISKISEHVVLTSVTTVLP
# STK33 kinase inh = blocks human STK33 kinase activity; Q9BYT3; hit rate 0.073% among 320,000; purified STK33, MBP phosphorylation, ADP-Glo luminescence; inhibition, % at 10 µM;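 active = inhibition at or above 25%, using the most active replicate where run in duplicate; inactive = inhibition below 25%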
# Target sequence (Q9BYT3 whole entry, looked up): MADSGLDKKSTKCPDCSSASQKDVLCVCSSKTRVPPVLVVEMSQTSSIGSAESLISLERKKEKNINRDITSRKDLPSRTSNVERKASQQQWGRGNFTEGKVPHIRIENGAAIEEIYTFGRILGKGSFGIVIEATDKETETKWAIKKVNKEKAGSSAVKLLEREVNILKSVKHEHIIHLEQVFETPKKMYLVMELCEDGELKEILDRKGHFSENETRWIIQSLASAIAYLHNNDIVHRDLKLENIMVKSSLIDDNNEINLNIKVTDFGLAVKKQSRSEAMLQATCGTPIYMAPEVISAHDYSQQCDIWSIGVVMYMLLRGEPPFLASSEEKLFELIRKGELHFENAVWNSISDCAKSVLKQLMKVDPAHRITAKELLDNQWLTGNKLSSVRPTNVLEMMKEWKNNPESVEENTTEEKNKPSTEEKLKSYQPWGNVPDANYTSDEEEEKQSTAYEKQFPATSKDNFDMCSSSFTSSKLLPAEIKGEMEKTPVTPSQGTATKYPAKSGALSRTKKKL
# OX1R antag-2 = human HCRTR1 antagonism. inhibition, % at 5 µM. hit rate 0.43% among 330,000. AID 434989. CHO/OX1R cells, Fluo-8 calcium fluorescence, orexin A;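 active = inhibition above its plate's threshold, mean inhibition of all tested compounds on the plate plus 3 SD, cut at about 37% in these data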;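 also: 0% = orexin A challenge wells and 100% = SB-334867-A antagonist wells; not every result past the cut was called active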
# Numbers without * were called inactive; x = no result given.
SMILES,OX1R antag-1,STK33 kinase inh,OX1R antag-2
COc1cccc(C(=O)NCCS(=O)(=O)N2CC(C)CC(C)C2)c1 (stereo not given),14,-0.4,-30
Cc1ccc(-c2nnn(CC(=O)N(CC(=O)NCc3ccccc3)c3cccc(C)c3C)n2)o1,8,-0.7,6
CC(O)c1cccc(NC(=O)CC(c2ccccc2)c2ccccc2)c1 (stereo not given),-7,-1.1,-25
Fc1ccc(/C=N/Nc2ccccn2)cc1,4,-0.2,-18
COc1ccc(NC(=O)C(=O)NCC(=O)Nc2cc(OC)ccc2OC)cc1,26,-0.5,-4
CC1(NC(=O)c2cccc(S(=O)(=O)N3CCN(c4ccccc4)CC3)c2)CCS(=O)(=O)C1 (stereo not given),8,-0.6,-2
S=C(NCC1CCCO1)Nc1ccccc1Cl (stereo not given),23,0.1,3
OCCOCCn1c(C(CO)Nc2nc(-c3cccc(Br)c3)cs2)nc2ccccc21 (stereo not given),9,-0.8,-15
CC1(C)Oc2ccc3ccc(=O)oc3c2-c2cn[nH]c21,9,22,-11
Cc1cc(OCC(=O)Nc2ccc3oc(=O)ccc3c2)ccc1Cl,14,0.4,-15
CCc1nnc(NS(=O)(=O)c2ccc(N=Cc3c(C)[nH]n(-c4cccc(Cl)c4)c3=O)cc2)s1,28,2.4,-10
COc1cc(OC)cc(C(=O)NCc2n[nH]c(=S)n2-c2ccccc2OC)c1,-3,-3.4,-5
O=S(=O)(NCc1ccccc1)c1cccc2nonc12,12,-0.7,-9
O=C(COc1ccc(Cl)cc1Br)Nc1cccc(S(=O)(=O)N2CCCC2)c1,5,-0.2,-7
CC1CCN(CC(C)CNC(=O)c2cc(-c3ccccn3)nc3ccccc23)CC1 (stereo not given),5,1.6,-17
CC(=O)Nc1ccc2nc(-c3ccccc3)cn2c1,3,0.1,3
CC(=O)N1CCOc2ccc(S(=O)(=O)N3CCC(C(=O)Nc4ccc(F)cc4)CC3)cc21,12,-1.3,-30
CC(=O)Nc1cccc(NC(=O)C2CC(=O)N(CCc3ccc(F)cc3)C2)c1 (stereo not given),5,-1.1,-11
COc1ccc(OC)c(/C=N/NC(=O)CC(=O)NC2CCCCC2)c1,7,-1.1,-13
CC(C)C(Nc1ncnc2c1oc1ccccc12)C(=O)O (stereo not given),9,-0.3,0
CC1=C(C(=O)OCc2ccc(C)cc2)C(c2ccc(O)c([N+](=O)[O-])c2)NC(=O)N1 (stereo not given),12,-0.1,-8
Cc1cc(Cl)ccc1OCCCC(=O)Nc1cccc(-n2cnnn2)c1,38,-0.7,-6
Cc1nnc(SCC(=O)Nc2ccc(C(N)=O)cc2)n1-c1ccccc1,4,0.3,-15
CC1(C)Oc2ccc(C(=O)Nc3ccccc3F)cc2N(CC(=O)N2CCOCC2)C1=O,19,-0.5,-26
COc1cccc2oc3cc(C#Cc4ccccn4)ccc3c(=O)c12,79*,-0.1,-26
COc1ccc(C2C(C#N)=C(N)Oc3c2ccc2cccnc32)cc1OC (stereo not given),21,-1.5,-16
CC(C)NC(=O)NC(=O)CSc1ccc(S(=O)(=O)N2CCCC2)cn1,4,-0.6,-6
O=C(COc1cccc(Cl)c1Cl)Nc1ccc2c(c1)CCC2,12,-1.7,2
CCOc1ccccc1NC(=O)CCn1cccc1,23,0.6,-19
CC1CCCN(C(=S)Nc2ccc(F)cc2)C1 (stereo not given),4,0.0,-5
Nc1nc(Nc2ccccc2)sc1C(=O)c1ccccc1,26,12,-51
Cc1c(-n2c(O)c(C3=c4ccccc4=NC3=O)sc2=S)c(=O)n(-c2ccccc2)n1C,39,-1.4,-1
COC(=O)c1ccc(CN2CCCC(C(=O)Nc3cccc(-n4cccn4)c3)C2)cc1 (stereo not given),11,1.7,-9
CC(C)(C)c1ccc(C(=O)N/C(=C\c2ccco2)C(=O)Nc2ccccc2C(=O)O)cc1,16,1.5,-15
CCOC(=O)C1C(C)=CC(=O)CC1c1ccco1 (stereo not given),3,-1.8,-1
O=C(NCCc1ccccc1F)C1CCCN(c2nc3ccccc3s2)C1 (stereo not given),30,-2.2,-28
O=C(Nc1ccc(S(=O)(=O)N2CCCC2)cc1)c1cc(=O)c2ccccc2o1,9,-1.6,-14
CCOC(=O)C(=CNc1cc(C)nn1-c1ccccc1)C(=O)OCC,7,-0.9,-17
Cc1ccc(CNC(=O)CNS(=O)(=O)c2ccc3nc(C)sc3c2)cc1,-1,0.0,-20
Cc1ccc(-c2nc(CS(=O)(=O)CC(=O)NCCCN3CCN(C)CC3)c(C)o2)cc1,21,-1.6,-7
COCCOC(=O)C1=C(C)NC(=O)NC1c1ccc(OC(=O)c2ccco2)c(OC)c1 (stereo not given),24,-1.6,-17
O=C(NCCC(=O)N1CCCC(C(F)(F)F)C1)c1ccccc1Cl (stereo not given),33,-1.7,-1
CCOc1ccc(CCNC(=O)C2CCC(=O)N2CCc2ccccc2)cc1OCC (stereo not given),8,-0.7,-12
Cc1nn(C)cc1/C=C/C(=O)c1cccs1,26,5.9,4
O=C(COC(=O)Cc1ccccc1F)Nc1ccc2c(c1)OCCO2,-1,-1.6,2
CCCCN1C(=O)C(NC(C)=O)c2cc(Br)ccc21 (stereo not given),3,-1.8,-27
Cc1ccsc1C(=O)Nc1ccc(F)c([N+](=O)[O-])c1,35,0.0,-11
CN(C)S(=O)(=O)c1cc(C(=O)Nc2ccccc2C(=O)NC2CC2)ccc1Cl,-5,x,2
Cc1ccc(/C=C/C(=O)N2CC(=O)Nc3ccccc32)o1,13,0.4,-12
O=C(Nc1ccc(Oc2cccnc2)cc1)C1CCN(Cc2ccc(F)cc2)CC1,11,-1.6,-16
Cn1nc(C(F)(F)F)cc1-c1ccc(/C=C(\C#N)C(=O)c2ccccc2)s1,3,-0.3,-17
CCOCCCNC(=S)Nc1ccc2nc(N3CCN(CC)CC3)cc(C)c2c1,7,-0.1,-6
O=C(c1ccc(CS(=O)Cc2ccc(Cl)cc2)o1)N1CCN(c2ccccn2)CC1 (stereo not given),16,-0.2,-34
CCn1c(COc2ccc(=O)n(-c3ccccc3)n2)nnc1SC,17,-2.2,-2
Cc1ccc(O)c(NC(=O)c2cc(-c3ccco3)on2)c1,27,0.6,-10
CC(=O)N1CCN(C(=S)c2cccc([N+](=O)[O-])c2)CC1,13,-2.4,-8
O=C(Nc1cccc(-c2csc(Nc3ccccc3)n2)c1)c1cc([N+](=O)[O-])cc(C(F)(F)F)c1,36,-2.2,-14
COc1cc(/C=N\NC(=O)c2ccc(C)nc2)ccc1OC(=O)c1cccc(F)c1,21,0.7,-19
CCOC(=S)N/C(=N\S(C)(=O)=O)c1ccccc1,-3,-1.0,-4
CCOC(=O)C1(Cc2ccccc2C)CCCN(C(=O)c2ccc(OC)o2)C1 (stereo not given),14,-0.6,-16
# The list continues:
SMILES,OX1R antag-1,STK33 kinase inh,OX1R antag-2
CCN(c1ccccc1)S(=O)(=O)c1ccc(C(=O)N(C)CCc2ccc(OC)c(OC)c2)cc1,26,-1.1,-37
Cc1cc(-c2cc(-c3ccccc3)on2)nc(NCC2CC2)n1,41,2.1,-26
CN(C(=O)/C(N=Nc1cccc(C(F)(F)F)c1)=C(\O)C(F)(F)F)c1ccccc1,7,1.7,-23
Cc1ccc(C)c(OCCCC(=O)O)c1,27,-1.5,-2
COc1ccc2cc(CCNC(=O)C(C)C)c(=O)[nH]c2c1,18,-1.9,0
Cc1csc(=O)n1CCC(=O)OC(C)C(=O)NCc1ccccc1 (stereo not given),6,x,-26
CC(C)N(C(=O)C1CC(=O)OC12CCCCC2)C(C)C (stereo not given),2,-1.7,-4
Oc1ccc(/C=N/Nc2cc(N3CCOCC3)nc(N3CCOCC3)n2)cc1,12,-1.6,8
CCOc1cc2[nH]c(=S)n(Cc3ccc(C(=O)NCC(OC)OC)cc3)c(=O)c2cc1OCC,8,-0.6,4
CC[C@@H](C)[C@H](NC(=O)OCc1ccccc1)c1nnc([C@@H](NC(=O)OCc2ccccc2)[C@@H](C)CC)o1,15,0.5,-3
CCOc1ccc(CN2CCC(n3nccc3NC(=O)CCCc3ccccc3)CC2)cc1,16,2.8,8
CCC1CCCCN1CCCNC(=O)C1CCN(S(=O)(=O)N2CCC3(CC2)OCCO3)CC1 (stereo not given),-1,1.1,12
Cc1ccc(C(=O)CCNc2ccc(F)c(Cl)c2)o1,14,-1.7,2
S=C(c1cn(Cc2ccccc2)c2ccccc12)N1CCOCC1,22,-0.2,-9
Cc1nn(C(=O)c2ccco2)c(C)c1CN1C(=O)c2ccccc2C1=O,10,0.5,19
COc1c2c(nc3occc13)C(CC=C(C)C)(OC)C(O)CC2 (stereo not given),17,0.4,-1
COc1cc(C(Nc2ccc(S(=O)(=O)NCC3CCCO3)cc2)C(=O)NC(C)(C)C)cc(OC)c1OC (stereo not given),12,-1.0,-29
Cc1ccnc(NC(=O)/C=C/c2cccs2)c1,16,0.0,-4
COc1ccc(-c2sc3ccccc3c2-c2ccc(OCCN3CCCCC3)cc2)cc1,-1,-1.4,21
N#Cc1ccc(NC(=O)CN2C(=O)NC3(CCCC3)C2=O)cc1,18,-1.3,-7
CCN(CC(=O)Nc1ccc(NC(C)=O)cc1)C(=O)/C=C/c1ccccc1,11,0.6,-11
Cc1nc2cc3nc(C(F)(F)F)[nH]c3cc2[nH]1,21,-0.2,-6
Cn1cnc(C(F)(F)F)c1-c1ccc([N+](=O)[O-])cc1,21,-0.5,0
CC(C)N(Cc1nc(-c2ccccc2)no1)C(=O)CN(C)S(=O)(=O)c1ccc(Br)cc1,12,-0.1,-29
CS(=O)(=O)N1CCN(c2ccc(NC(=O)COc3ccccc3[N+](=O)[O-])cc2)CC1,20,-0.9,-29
O=C(NC1CCCCC1)c1cc(S(=O)(=O)N2CCOCC2)c(Cl)cc1Cl,22,-1.1,-25
Cc1c(C(=O)N2CCCCC2)c(S(=O)(=O)N2CCN(c3ccc(Cl)cc3)CC2)c(C)n1C,18,0.8,-38
COc1cc(SC)ccc1C(=O)N(C)CC(=O)Nc1cccc2ccccc12,5,0.7,-9
CCN(C(=O)CSc1nc2ccc([N+](=O)[O-])cc2s1)C1CCS(=O)(=O)C1 (stereo not given),68*,0.4,-5
O=C(NCc1ccccc1)C1CCC(=O)N(CCCN2CCCC2=O)C1 (stereo not given),1,-1.0,-1
CC(C)Oc1cccc(C(=O)Nc2ccc(N3CCN(C)CC3)cc2)c1,-1,0.9,-10
O=C(NCc1ccco1)c1cccn2c(=O)c3sccc3nc12,42*,16,-29
COCc1nnc(NC(=O)CC(C)c2ccccc2)s1 (stereo not given),9,0.5,-27
Cc1csc(NC(=O)c2cccnc2)n1,10,1.7,-2
CC(C)(C)NC(=O)C(c1ccccn1)N(C(=O)C1CSC(=O)C1)c1ccccc1F (stereo not given),12,x,-24
N#Cc1ccccc1OCC(=O)Nc1cccc(S(=O)(=O)N2CCCCCC2)c1,4,-1.8,36
C[N+](C)(C)C[C@H](O)CC(=O)O,8,-3.5,-9
CCC(=O)c1cc(F)ccc1OCC(=O)N1CCN(c2ccc(F)cc2)CC1,-6,5.7,-37
Cc1ccccc1CN1C[C@@H]2C[C@@H](c3cn(C)nc3-c3ccccc3)N3CCC[C@@]23C1=O,20,-0.2,-23
CCOC(=O)c1c(S(=O)(=O)N2CCC(C)CC2)c(C)n(C)c1C,8,-0.1,-3
CCC(C)NC(=O)CSc1ncccc1C(=O)O (stereo not given),11,-0.2,4
C=C(C)C(=O)N1CC2(CC(c3cccc(NC(=O)CCCCC)c3)=NO2)C[C@H]1C(N)=O (stereo not given in full),35,-1.1,-10
CCC1=[N+](CC(=O)c2ccc(Br)cc2)CCn2c(C)ccc21,9,1.0,-4
O=C(Cc1ccc([N+](=O)[O-])cc1)N/N=C/c1cccnc1,8,-3.2,1
Cc1ccc(CNC(=O)C2CCCN(c3nc(C)cc(C)n3)C2)cc1 (stereo not given),13,-1.4,-12
COc1cccc(C(=O)Nc2ccc(NC(C)=O)cn2)c1,31,5.1,-1
O=C(c1ccco1)N1CCN(c2ccc(Cl)c(Cl)c2)CC1,13,-1.3,6
O=C1NCCN1CCNS(=O)(=O)c1ccc(F)c(Cl)c1,-1,-0.9,-1
Cc1cnn(C(=O)c2cc(-c3ccccc3)nc3ccccc23)c1,3,1.8,-19

# Shown with tabs: 13 of the compounds above.
SMILES	OX1R antag-1	STK33 kinase inh	OX1R antag-2
Cc1csc(NC(=O)c2cccnc2)n1	10	1.7	-2
CC(C)(C)NC(=O)C(c1ccccn1)N(C(=O)C1CSC(=O)C1)c1ccccc1F (stereo not given)	12	x	-24
N#Cc1ccccc1OCC(=O)Nc1cccc(S(=O)(=O)N2CCCCCC2)c1	4	-1.8	36
C[N+](C)(C)C[C@H](O)CC(=O)O	8	-3.5	-9
CCC(=O)c1cc(F)ccc1OCC(=O)N1CCN(c2ccc(F)cc2)CC1	-6	5.7	-37
Cc1ccccc1CN1C[C@@H]2C[C@@H](c3cn(C)nc3-c3ccccc3)N3CCC[C@@]23C1=O	20	-0.2	-23
CCOC(=O)c1c(S(=O)(=O)N2CCC(C)CC2)c(C)n(C)c1C	8	-0.1	-3
CCC(C)NC(=O)CSc1ncccc1C(=O)O (stereo not given)	11	-0.2	4
C=C(C)C(=O)N1CC2(CC(c3cccc(NC(=O)CCCCC)c3)=NO2)C[C@H]1C(N)=O (stereo not given in full)	35	-1.1	-10
CCC1=[N+](CC(=O)c2ccc(Br)cc2)CCn2c(C)ccc21	9	1.0	-4
O=C(Cc1ccc([N+](=O)[O-])cc1)N/N=C/c1cccnc1	8	-3.2	1
Cc1ccc(CNC(=O)C2CCCN(c3nc(C)cc(C)n3)C2)cc1 (stereo not given)	13	-1.4	-12
COc1cccc(C(=O)Nc2ccc(NC(C)=O)cn2)c1	31	5.1	-1

# Compounds were not picked by outcome. About 2.2% of those tested had a hit in this group.
